Screening results deposited in PubChem by Icahn School of Medicine at Mount Sinai.
RBX1-CUL1 inh: inhibitors of human ROC1-CUL1 ubiquitin ligase activity; P62877+Q13616; in vitro K48 di-Ub FRET, acceptor:donor ratio, 45 min; inhibition, % at 10 µM; hit rate 0.6% among 140,000; in the data active = inhibition above about 25%
Target sequence (P62877 whole entry, looked up): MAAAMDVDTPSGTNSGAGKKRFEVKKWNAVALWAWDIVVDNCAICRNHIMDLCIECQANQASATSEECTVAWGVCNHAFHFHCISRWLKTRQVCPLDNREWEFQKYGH
Target sequence (Q13616 whole entry, looked up): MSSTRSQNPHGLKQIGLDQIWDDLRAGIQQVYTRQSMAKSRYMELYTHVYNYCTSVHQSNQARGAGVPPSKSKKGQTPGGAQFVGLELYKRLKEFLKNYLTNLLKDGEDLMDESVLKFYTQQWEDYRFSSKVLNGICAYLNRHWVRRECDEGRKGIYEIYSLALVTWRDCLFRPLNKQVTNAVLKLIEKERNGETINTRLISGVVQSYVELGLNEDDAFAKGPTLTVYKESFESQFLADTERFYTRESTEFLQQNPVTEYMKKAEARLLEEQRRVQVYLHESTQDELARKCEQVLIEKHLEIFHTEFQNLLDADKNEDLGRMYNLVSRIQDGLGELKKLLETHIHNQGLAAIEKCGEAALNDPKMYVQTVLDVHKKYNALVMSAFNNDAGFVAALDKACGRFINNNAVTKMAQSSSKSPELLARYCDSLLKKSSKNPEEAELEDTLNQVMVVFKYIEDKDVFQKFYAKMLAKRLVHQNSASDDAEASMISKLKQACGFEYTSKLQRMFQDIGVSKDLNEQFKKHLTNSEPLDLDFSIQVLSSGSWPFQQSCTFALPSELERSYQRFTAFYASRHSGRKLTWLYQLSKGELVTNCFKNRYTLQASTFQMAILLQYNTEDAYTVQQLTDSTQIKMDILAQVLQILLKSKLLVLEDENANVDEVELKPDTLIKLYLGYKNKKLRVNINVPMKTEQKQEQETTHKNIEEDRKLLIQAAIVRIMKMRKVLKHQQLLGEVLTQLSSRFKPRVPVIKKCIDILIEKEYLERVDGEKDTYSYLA
Starred values were filed as active, the others as inactive. Not all compounds are listed (hit frequency here may not be typical).

SMILES,RBX1-CUL1 inh
O=C(Cn1ncc2c3ccccc3n(Cc3ccccc3F)c2c1=O)NCCCc1ccccc1,16
C=C(Cc1ccc(OC)cc1)CC(Cc1ccc(OC)cc1)(C(=O)OC)C(=O)OC,18
COc1ccc(NC(=O)C2CCN(S(=O)(=O)c3c(C)noc3/C=C/c3ccco3)CC2)cc1,7
COc1ccc(OC)c(S(=O)(=O)N(C)CC(=O)N2CCOCC2)c1,-11
CN(Cc1cccnc1)C(=O)CC(c1ccccc1)c1ccc2c(c1)OCO2 (stereo not given),-2
COc1ccc(-c2cc(C(F)(F)F)n3nc(C(=O)N4CCN(Cc5ccccc5)CC4)c(Cl)c3n2)cc1OC,-9
Cc1ccc(CNCC(C)O)s1 (stereo not given),-9
COC(=O)c1ccc(C(=O)OC)n1-c1ccc(OC)cc1,1
CCCCN(C)S(=O)(=O)c1cc(-c2cc(C)no2)ccc1C,-1
N#Cc1c(-c2cccs2)cc(-c2ccccc2)nc1SCC(=O)NC1CC1,-1
CCOc1c(Cl)cc(/C=N/Nc2ccc([N+](=O)[O-])cc2)cc1OC,7
CC(C)(C)OC(=O)N1CCC(c2c(C(=O)NCCN3CCC(Cc4ccccc4)CC3)cnn2-c2ccc(F)cc2)CC1,15
CN(c1ccccc1)c1ccc(/C=N/NC(=O)CSCc2ccccc2)cc1,0
CSc1ccc(C2C3=C(CCCC3=O)N=C(C)C2C(=O)Nc2ccccn2)cc1 (stereo not given),-1
COc1cc2c(cc1OC)C(C(C)c1ccc(CC(C)C)cc1)N(C(=O)c1cccnc1)CC2 (stereo not given),7
Cc1cc(C)n2nc(SCC(=O)Nc3cccc(C(F)(F)F)c3)nc2n1,-7
Cc1cc2c(cc1S(=O)(=O)N1CCN(C(=O)N(C)C)CC1)NC(=O)CO2,4
O=C1NC(=S)S/C1=C/c1ccc(N2N=C(c3ccccc3)CC2c2ccccc2)cc1 (stereo not given),81*
O=C(Nc1ccccc1Cl)c1ccc(Cl)c(S(=O)(=O)N2CCCC2)c1,2
Cc1ccc(CNC(=O)c2ccc(NC(=O)N3CCSc4ncccc43)cc2)cc1,2
CCc1ccc(NC(=O)c2snnc2C)cc1,0
CCOc1ccc(CCNC(=O)C2CCN(c3ncnc4c3nc3n4CCCCC3)CC2)cc1,5
CCOc1ccc(NC(=O)c2c(NC(=O)c3ccc(Br)cc3)sc3c2CCC3)cc1,-5
CCOc1ccc(/C=C/c2nc(C#N)c(N3CCCCCC3)o2)cc1,-1
COc1ccc(NS(=O)(=O)c2ccc(-n3cccn3)cc2)cc1OC,8
O=C(Cn1c(=O)n(Cc2cccs2)c(=O)c2cccnc21)Nc1ccccc1F,2
Cc1ccc(CCNC(=O)c2ccc3c(c2)N(Cc2ccccc2)C(=O)c2ccccc2S3=O)cc1 (stereo not given),-8
CCc1ccccc1N=C1C(=O)N(c2ccc(C)c(Cl)c2)C(=O)C1Cl (stereo not given),10
O=C(Cn1c(=O)nc(-c2ccccc2)c2cc(Cl)ccc21)NCc1ccc(Cl)cc1,-10
Cc1cc(C)n(-c2cccc(CN(C)C(=O)Cn3nnnc3CN3CCOCC3)c2)n1,-1
CCc1ccc(N(Cc2cccc(I)c2)C(=O)C(F)(F)F)cc1,4
CC(=O)c1sc(N/N=C\c2ccccc2Br)nc1C,9
O=C(Nc1ccccc1Cl)c1sc2cccc(Cl)c2c1Cl,-9
O=C(NC1CCCCC1)C1CCCN(C2CCN(C(=O)C3CC3)CC2)C1 (stereo not given),5
COc1ccc(N2C(=O)C3CCCCN3C2=S)cc1 (stereo not given),4
CN(C(=O)Cn1c(=O)n(CCC(=O)NCc2ccc3c(c2)OCO3)c(=O)c2sccc21)c1ccccc1,-1
Cc1nc(-c2ccccc2)sc1-c1ccc(SCC(=O)Nc2ccccc2)nn1,12
COc1cc(C(=O)N2CCN(c3ccccc3)CC2)ccc1OC1CCN(C(C)=O)CC1,2
CCOC(=O)C1=NN(c2ccc(C)cc2)C2(C=C(c3ccccc3)OC2=O)C1c1ccccc1 (stereo not given),-2
CC1=C(C)CS(=O)(=O)C(Cl)(c2ccccc2)C1 (stereo not given),10
CC(=O)N1CCc2nc3sc(C(=O)Nc4ccc(Cl)cc4F)c(N)c3c(C(F)(F)F)c2C1,-3
Cc1ccc(SCc2nc(-c3ccc(C(=O)Nc4cc(C)ccc4C)cc3)oc2C)cc1,2
CCOc1ccc2nc(NC(=O)C(CC)CC)sc2c1,1
Cc1ccc(CSc2nnc(N)s2)cc1,-6
Cc1cc(C)c(NC(=O)Nc2sc3nc4n(c(=O)c3c2C)CCC(C)CC4)c(C)c1 (stereo not given),4
COc1ccc(OCC(=O)c2ccc(OC)cc2)cc1,-4
CC(=O)c1ccc2c(c1)OCCOCCOCCOCCO2,0
COc1ccc(N(Cc2nnc3n2CCCCC3)C(=O)Nc2cccc(C)c2)cc1Cl,-6
S=C(Nc1cccc(Br)c1)c1ccccc1,0
CCCN(CCC)S(=O)(=O)c1c(C)cc(C)cc1C,10
Cc1cc(C)n(-c2nc(Nc3ccccc3)nc(-n3nc(C)cc3C)n2)n1,1
CCOC(=O)c1c(C)[nH]c(C)c1S(=O)(=O)N(C)CC(=O)Nc1ccc(OC)cc1,-6
CC(=O)C1=C(c2ccc(C)cc2)N(c2ccccc2)C(=O)C1=O,13
COCCNC(=O)C1CC(=O)N(c2cc(C)cc(C)c2)C1 (stereo not given),2
COc1ccc(-c2c(C(F)(F)F)oc3cc(OCC(C)=O)ccc3c2=O)cc1OC,-6
CCCCNC(=O)c1ccc(C)c(Br)c1,-3
CCc1ccc2c(c1)C(N1CCN(C)CC1)Cc1ccccc1S2 (stereo not given),-1
CCN(CC)S(=O)(=O)c1nnc(NC(=O)c2ccc(Br)cc2)s1,-3
Fc1ccc(CNc2nc3ccc(Cl)cc3n3nnnc23)cc1,-3
CCN1CCCC1CN(CC1CCN(CCOC)CC1)C(=O)C1CCOCC1 (stereo not given),1

Additional structures follow.
SMILES,RBX1-CUL1 inh
COc1ccc(N2CCN(C(=O)CCCc3ccccc3)CC2)cc1,1
CC(C)N(C)CCOC(=O)c1ccco1,-6
O=C(O)CCCC(=O)NC1CCCCCC1,-10
CCOc1cc(CNc2ccc(O)cc2)cc(Cl)c1OCc1ccc(Cl)cc1,86*
COc1ccc2c(c1)nc(SCc1ccccc1)n2C,1
CC(C)CCN1C(=O)c2ccc(C(=O)Nc3cc(Cl)ccc3O)cc2C1=O,-12
Cc1ccc(-n2c(SCC(=O)NNC(=O)c3ccccc3O)nnc2-c2ccccc2)cc1,6
COc1cc2c(c(OC)c1)C(c1ccc(F)cc1)CC(=O)N2 (stereo not given),7
Cc1nn2c3c(cnc2c1-c1ccc(F)cc1)C(=O)CCC3,4
Cc1sc2nc(SCc3ccccc3)n(N)c(=O)c2c1C,-4
COCCCn1c(-c2ccc(S(=O)(=O)N3CCCC3)cc2)csc1=Nc1ccccc1,10
CCOc1ccc(C2C(C#N)=C(C(C)(C)C)OC(=N)C2C#N)cc1 (stereo not given),-8
CN(Cc1ccc(F)cc1)C(=O)C1CCCN(C2CCN(C(=O)C3CC3)CC2)C1 (stereo not given),-3
COc1ccc(C(=O)Oc2cc(C)c(Cl)cc2C(C)C)cc1,-2
Cc1ccc(C(=O)C2C(=O)C(=O)N(CCC(=O)O)C2c2ccccc2)cc1 (stereo not given),-4
N[C@H](C(=O)N1CCC(Cn2cc(CO)nn2)CC1)C1CCCCC1,0
CCOC(=O)c1c(Cl)c(C)nn1-c1nc(OC)cc(OC)n1,1
Cc1ccc(C)c(CS(=O)(=O)c2cn(CC(=O)N(C(C)C)C(C)C)c3ccccc23)c1,-2
CCOC(=O)C1CCN(C(=O)Cn2nc(CC)n3c(cc4occc43)c2=O)CC1,2
COc1ccccc1NC(=O)c1cccc(S(=O)(=O)N2CCCCCC2)c1,8
CCCn1ncc(-c2ccnc(NCC3OCCc4ccccc43)n2)c1C (stereo not given),0
CSc1ccc(/C=C2\C(=N)N3N=C(Cc4cccs4)SC3=NC2=O)cc1,1
CCCCCn1c(=O)[nH]c2cc(C(=O)NC(C)CC)ccc2c1=O (stereo not given),10
O=C1CCC(C(=O)N2CCC(CN3CCOCC3)CC2)CN1CC1CCCCC1 (stereo not given),7
CSC(=NO)C(C(=O)c1ccc(Cl)cc1)n1cncn1 (stereo not given),12
O=C(CCc1ccccc1)Nc1ccc(N2CCC(NCCc3cccs3)CC2)cc1,6
C=C(C)CN1N=C(C)C(C)n2c1nc1c2c(=O)n(C)c(=O)n1C (stereo not given),-2
CN(C)c1ccc(C2(C)Oc3ccccc3C(=O)N2c2ccccc2)cc1 (stereo not given),-2
CC(C)(C)c1ccc(C(=O)N=C(Cc2cccs2)C(=O)Nc2cccc(F)c2)cc1,-2
N#CC1C(=N)Oc2n[nH]c(-c3ccc4ccccc4c3)c2C1CCc1ccccc1 (stereo not given),-1

Looked up by compound from the entries so far:
SMILES,RBX1-CUL1 inh
COc1ccccc1NC(=O)c1cccc(S(=O)(=O)N2CCCCCC2)c1,8
O=C1CCC(C(=O)N2CCC(CN3CCOCC3)CC2)CN1CC1CCCCC1 (stereo not given),7
CCOC(=O)c1c(Cl)c(C)nn1-c1nc(OC)cc(OC)n1,1
CCCn1ncc(-c2ccnc(NCC3OCCc4ccccc43)n2)c1C (stereo not given),0

The main list resumes with the 4 entries that preceded the break.
SMILES,RBX1-CUL1 inh
C=C(C)CN1N=C(C)C(C)n2c1nc1c2c(=O)n(C)c(=O)n1C (stereo not given),-2
CN(C)c1ccc(C2(C)Oc3ccccc3C(=O)N2c2ccccc2)cc1 (stereo not given),-2
CC(C)(C)c1ccc(C(=O)N=C(Cc2cccs2)C(=O)Nc2cccc(F)c2)cc1,-2
N#CC1C(=N)Oc2n[nH]c(-c3ccc4ccccc4c3)c2C1CCc1ccccc1 (stereo not given),-1
COc1cc(NC(=O)Cn2nnc(-c3ccccc3Cl)n2)c(OC)cc1Cl,-2
CCOC(=O)c1c(C)oc2ncnc(N3CCN(c4ccccc4OC)CC3)c12,-5
O=C(c1cn(-c2ccc(Cl)cc2)nn1)C(F)(F)F,-3
O=C1c2ccccc2C(=O)C1C(c1ccc(F)cc1)c1ccc(F)cc1,13
O=C(N/N=C/c1cc(Br)ccc1O)c1ccccc1[N+](=O)[O-],-1
Cc1ccc(-c2ccnc3[nH]n(-c4nc(C)cc(C)n4)c(=O)c23)cc1,10
CCC(Oc1ccccc1OC)C(=O)N1CCN(c2cccc(C)c2C)CC1 (stereo not given),-1
CCCN1CCC(NC(=O)c2c(CC)noc2C)CC1,16
CCCC1=C(C(=O)OCC)C(c2c(OC)ccc3ccccc23)n2c(s/c(=C\c3ccc(OC(C)=O)cc3)c2=O)=N1 (stereo not given),-4
O=C(N/N=C/c1cc(Br)ccc1O)c1n[nH]c2c1CCCC2,-9
Cc1nn(-c2ccccc2)c(-n2cccc2)c1C(=O)NCc1ccccc1Cl,0
CCC(=O)NC(Nc1ncc(Cl)cc1Cl)(C(F)(F)F)C(F)(F)F,0
CC(C)C(=O)Nc1ccccc1F,-6
O=C(NC1CC(=O)N(Cc2ccccc2Cl)C1)C1CCC1 (stereo not given),3
O=C(Cc1ccccc1)N1CCC(C2(c3ccccn3)NC(=O)N(CCc3cccs3)C2=O)CC1 (stereo not given),2
CC(CC(=O)Nc1nnc(C2CCCCC2)s1)c1ccccc1 (stereo not given),-4
Cc1nn(C)c(C(=O)NC2CC2)c1Cl,1
COc1ccc(CCN2C(=O)N(c3ccccc3)C(=O)C2CC(=O)Nc2ccccc2)cc1 (stereo not given),-12
Cc1ccccc1N=C1NC(=O)/C(=C/c2ccc([N+](=O)[O-])o2)S1,3
CC(Oc1ccccc1)C(=O)N=C1C(=O)N(c2ccccc2)N(C)C1C (stereo not given),-1
Cc1ccc(S(=O)(=O)N(C)c2ccc(OCC(=O)Nc3ccc(Cl)c(Cl)c3)cc2)cc1,10
COc1cc(CNCCNC(C)=O)ccc1OCC(O)CN1CCSCC1 (stereo not given),-2
Cc1ccccc1Cn1nc(C)c(NC(=O)c2cc3nc(-c4ccc(Cl)s4)cc(C(F)(F)F)n3n2)c1C,3
O=C(/C=C/c1cccs1)NCCCCNC(=O)/C=C/c1cccs1,-11
O=C(Cn1cnc2ccccc2c1=O)Nc1ccc(OC(=O)c2ccncc2)cc1,5
OC(CNCC1CCCO1)COc1ccc(-c2ccccc2)cc1 (stereo not given),9
CCCCn1c(=N)n(CCCOc2ccc(F)cc2)c2ccccc21,4
Cc1ccc(-n2ncc(C(=O)NC3CCCC3)c2C2CCN(C(=O)OC(C)(C)C)CC2)c(C)c1,-5
NC(=O)c1nn(-c2ccccc2)nc1NC(=O)COc1ccc(F)cc1Cl,-9
O=C(Cn1nnnc1CN1CCOCC1)N1CCN(c2ccccc2)C(=O)C1,0
Cn1c(CN2CCCCC2)nc2ccccc21,4
O=C(Nc1ncccc1Cl)C(Sc1ccccc1)c1ccccc1 (stereo not given),-10
CSc1nc(Cl)c(C#N)c(Nc2cccc(C(F)(F)F)c2)n1,5
COc1cc(/C=N/NC2N=NN=N2)c([N+](=O)[O-])cc1OC,-8
Cc1cccc(C(=O)OC(C)CN2CCN(C)CC2)c1 (stereo not given),-2
Cc1cccc(OCCCn2c(C(C)O)nc3ccccc32)c1 (stereo not given),8
c1ccc(-c2csc3ncnc(N4CCCCC4)c23)cc1,-6
CCNC(=O)c1ccc(C2CCCN2C(=O)c2nc3ncccn3n2)s1 (stereo not given),-10
CC(C)Oc1ccc(CNC(=O)Nc2ccc3c(c2)N(C)C(=O)c2ccccc2S3)cc1,5
Cc1c(Cl)c(C(=O)Nc2cccnc2Cl)nn1C,2
